N370S GC mod – qHTS Assay for Inhibitors and Activators of N370S glucocerebrosidase as a Potential Chaperone Treatment of Gaucher Disease; AID 2101, 2009; N370S GC spleen homogenate, 4MU-glucoside fluorescence; actives 0.092% (n = 330,000); Lysosomal acid glucosylceramidase (Homo sapiens), P04062; Potency, µM (series often up to 59.4 µM), for inactives: top-dose activity change, negative = inhibition, usual class: inhibitors;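 also: 0% = full enzyme activity and -100% = no enzyme basal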
FEN1 inhibitor – qHTS Assay for the Inhibitors of Human Flap endonuclease 1 (FEN1) | actives 0.35% (n = 390,000) | Potency, µM (series often up to 114 µM), for the others: at the highest dose activity change, negative = inhibition, usual class: inhibitors | Recombinant FEN1 flap cleavage, fluorescence, 15 min | AID 588795, 2011; also: nearly all actives have a fitted effect of over 65% in size
Target sequence (P39748 whole entry, looked up): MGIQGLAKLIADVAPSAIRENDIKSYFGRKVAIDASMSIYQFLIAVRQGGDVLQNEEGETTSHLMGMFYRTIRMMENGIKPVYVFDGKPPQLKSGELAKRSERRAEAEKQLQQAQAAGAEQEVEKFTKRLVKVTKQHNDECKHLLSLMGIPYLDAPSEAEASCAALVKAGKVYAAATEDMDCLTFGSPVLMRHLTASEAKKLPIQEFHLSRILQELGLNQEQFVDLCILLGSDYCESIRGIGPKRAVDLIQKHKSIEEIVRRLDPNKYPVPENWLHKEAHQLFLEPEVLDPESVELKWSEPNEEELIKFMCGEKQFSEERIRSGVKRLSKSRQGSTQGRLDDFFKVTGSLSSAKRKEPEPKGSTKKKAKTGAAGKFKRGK
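Nuclease activity of 10 nM FEN1 was measured after 15 min of room-temperature exposure to titrated compounds, by adding 50 nM flap substrate and reading plates at 0 and 15 min.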
TDP1 block – qHTS Assay for Inhibitors of Tyrosyl-DNA Phosphodiesterase (TDP1) | recombinant TDP1, AlphaScreen DNA substrate cleavage | Potency, µM (highest dose often 130 µM), without a hit: at the top dose activity change, negative = inhibition, actives largely listed as inhibitors | actives 0.28% (n = 350,000) | AID 485290, 2010; also: nearly all actives have a fitted effect of over 40% in size
Target sequence (Q9NUW8 whole entry, looked up): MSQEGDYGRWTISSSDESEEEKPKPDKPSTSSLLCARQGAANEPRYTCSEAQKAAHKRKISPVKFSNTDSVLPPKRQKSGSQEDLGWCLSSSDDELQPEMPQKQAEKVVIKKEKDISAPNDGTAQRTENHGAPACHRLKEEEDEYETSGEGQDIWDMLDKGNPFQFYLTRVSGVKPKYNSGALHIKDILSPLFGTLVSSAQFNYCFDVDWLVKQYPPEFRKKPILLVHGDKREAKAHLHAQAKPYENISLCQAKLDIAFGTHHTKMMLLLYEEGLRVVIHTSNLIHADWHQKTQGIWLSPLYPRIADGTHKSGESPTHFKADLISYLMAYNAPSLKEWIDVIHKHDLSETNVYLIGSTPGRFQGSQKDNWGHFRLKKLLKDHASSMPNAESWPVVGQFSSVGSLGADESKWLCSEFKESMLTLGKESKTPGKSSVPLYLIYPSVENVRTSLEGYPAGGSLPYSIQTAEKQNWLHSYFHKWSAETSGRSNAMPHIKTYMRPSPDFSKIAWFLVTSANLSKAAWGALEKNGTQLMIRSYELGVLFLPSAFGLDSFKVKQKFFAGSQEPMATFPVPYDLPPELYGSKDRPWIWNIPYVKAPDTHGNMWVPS
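Enzyme-compound mixtures sat 15 min at room temperature, followed by a 5 min reaction with 15 nM final substrate and 10 min with AlphaScreen beads. Recombinant human Tdp1 was used at 1 nM final.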
Numbers without * were called inactive; ? = inconclusive; . = no result given; & = joins results of further samples; [ ] = another dose, or the depositor's remark. Calls follow the shape of the dose curve; as a rule, active = well fitted curve in the direction sought with a large enough effect; inconclusive = small, poorly fitted or top-dose-only effect, or another doubt; inactive = no such curve, though single readings can be large; an effect the other way counts as inactive or inconclusive. Unless noted, % is scaled to controls: 0 for no effect and ±100 for the full control effect; potency is read from the fitted curve at half-maximal effect.

N370S GC mod,FEN1 inhibitor,TDP1 block,SMILES
-7%,12%&5%,0%,COc1ccc(/C=C/c2nnc(NC(=O)CSc3ccc(C)cc3)s2)cc1
2%,-1%,2%,COc1ccc2c(c1)nc(SCC(=O)C(C)(C)C)n2C
-4%,-2%,4%,COc1cc(C(=O)NCCC(=O)NCc2c(F)cc(F)cc2F)cc(OC)c1OC
.,8%,6%,COc1ccc(-c2cn3nc(N4CCCC(C(=O)NCCCOC(C)C)C4)sc3n2)cc1 (stereo unspecified)
-1%,-6%,2%,COC(=O)CSc1nnc(-c2ccc(S(=O)(=O)N3CCC(C)CC3)cc2)o1
3%,5%,2%,CCc1nn(CC(=O)N2CCCCCC2)c(=O)c2cc3ccccc3n12
-4%,-12%,.,CCOC(=O)C1=C(COC(=O)CNC(=O)c2ccccc2F)NC(=O)NC1C (stereo unspecified)
.,2%,0%,CC(=O)N1CCN(C(=O)COC(=O)/C=C/c2ccc(C(F)(F)F)cc2)CC1
-8%,-3%,0%,O=C(/C=C/Sc1ncn[nH]1)c1ccc(Cl)cc1
4%,5%,.,CC(C)COP(=O)(c1ccc(N(C)C)cc1)C(O)c1ccc(Br)cc1 (stereo unspecified)
0%,0%,7%,Cc1cc(C)n2nc(C(=O)Nc3ccc(S(=O)(=O)N4CCCCC4)cc3)nc2n1
-2%,-11%,-1%,CCS(=O)(=O)NCc1cn2c(C)csc2n1
?,-17%,6%,CCN(CC(=O)Nc1ccc2c(c1)OCCO2)Cc1cc(=O)oc2c(C)c(C)ccc12
7%,-2%,.,CC1(C)c2ccccc2N(CC(N)=O)C12C=Cc1ccccc1O2 (stereo unspecified)
-8%,-11%,.,COc1ccc(CC(=O)NCC2CCCN(Cc3ccccc3Cl)C2)cc1 (stereo unspecified)
-2%,-2%,2%,Cn1c(CNC(=O)CNC(=O)Cc2ccc(Cl)cc2)cc(=O)n(C)c1=O
3%,-7%,-4%,CCN1CCN(CC(=O)c2cc(Cl)ccc2Cl)CC1
-14%,-16%,5%,Cn1cc(CN2CCC(C(=O)Nc3cccc(-c4cccc(F)c4)c3)CC2)cn1
-8%,-22%,.,CCOC(=O)C1(CC2CC2)CCN(Cc2cn[nH]c2-c2cccc(F)c2)CC1
?,?,.,COc1ccc2cc(C(N)=O)/c(=N\NC(=O)c3ccccc3)oc2c1
8%,-12%,4%,O=C(NNC(=O)c1cc(-c2ccc(Cl)cc2Cl)nc2ccccc12)Nc1ccccc1
.,18%,12%,COc1ccc(N2CCN(S(=O)(=O)c3cc(Br)cc4c3N(C(=O)C3CC3)CC4)CC2)cc1
.,-1%,5%,Cc1ccc(CNC(=O)NC2COc3ccccc3C2)cc1 (stereo unspecified)
-10%,-9%,1%,CCCCOc1ccc(C(=O)Nc2ccncc2)cc1
8%,15%,-4%,COc1ccccc1C(=O)Nc1ccc(Br)c2cccnc12
16%,19%,0%,O=S1(=O)CCN(OCc2ccc(F)cc2Cl)CC1
.,2%,1%,O=C(COC(=O)c1nc(Cl)ccc1Cl)Nc1ccc(Cl)cn1
.,-7%,-4%,COc1cc2nc(NCCc3ccc(Cl)cc3)n3nc(-c4ccccc4)nc3c2cc1OC
-8%,-4%,.,Cc1ccc(C(=O)N2CCN(S(=O)(=O)c3cc(Br)ccc3Br)CC2)o1
-11%,-3%,2%,CCCCOC(=O)CCc1n[nH]c(=O)[nH]c1=O
3%,2%,2%,Cc1ccc(CC(CC(=O)NCCc2ccc3c(c2)OCO3)C(=O)O)cc1 (stereo unspecified)
-10%,3%,6%,O=S(=O)(Nc1ccc(S(=O)(=O)N2CCCC2)cc1)c1ccc(F)cc1
5%,.,1%,CCCOc1ccc(/C(O)=C2/C(=O)C(=O)N(CCOC)C2c2cccnc2)cc1 (stereo unspecified)
-3%,-95%,0%,CC(C)OCCCN(CC(O)c1ccccc1)CC(O)c1ccccc1 (stereo unspecified)
0%,-18%,2%,Cc1cc(C)c2c(C)c(C(=O)NCc3ccncc3)oc2c1
-28%,-1%,.,COc1ccc(-c2csc(N(CCCN(C)C)C(=O)c3ccc(Br)cc3)n2)cc1
4%,-3%,2%,CCOC(=O)C1=C(c2ccccc2)N=C2SCC(=O)N2C1c1cccc(OC)c1 (stereo unspecified)
13%,-1%,2%,S=c1[nH]ncn1/N=C/c1cccc(Oc2ccccc2)c1
2%,3%,3%,Cc1ccc(CN2CCN(/N=C/c3ccc(C(F)(F)F)cc3)CC2)c(C)c1
5%,7%,5%,NNS(=O)(=O)c1ccc(Cc2ncc(C(F)(F)F)cc2Cl)s1
-3%,-10%,0%,C=CCn1c2ccccc2c2n[nH]c(=S)nc21
2%,0%,4%,CCn1c(SCC(=O)Nc2cccc(C)n2)nnc1-c1ccco1
-1%,-10%,4%,O=C(Oc1c(-c2ccccc2)c(=O)n2c3c(cccc13)CC2)c1ccc(Cl)cc1
-5%,3%,1%,COc1cccc(/C=C2\SC(=S)N(C(C(=O)O)c3ccccc3)C2=O)c1OC (stereo unspecified)
-3%,-9%,2%,O=C1N/C(=N/S(=O)(=O)c2ccccc2)S/C1=C/c1cccnc1
-6%,-7%,-8%,COC(=O)CCCCC1SCC(NC(=O)c2ccccc2)C1=O (stereo unspecified)
-2%[12.8 µM],.,3%[21 µM],C#CCCCO/N=C1/C[C@@H](O)[C@@H](O)[C@@H]2[C@@H]3C(=O)N(Cc4ccccc4)C(=O)[C@H]3CC[C@H]12
3%,0%,11%,C=CCn1c(O)c(N=NC(=S)Nc2ccc(OC)c(Cl)c2)c2ccccc21
13%,-2%,8%,COCCOC(=O)c1cc(C(=O)c2cc(Cl)ccc2O)coc1=N
-10%,-1%,6%,COc1ccc(CCNC(=O)CCOc2ccc(C)cc2)cc1OC
-2%,1%,0%,CCOCCCNC(=O)c1cc2c(=O)n3cccc(C)c3nc2n1C
.,-5%,7%,Cc1ccc(NC(=O)Cn2c(=O)ccc3cc(S(=O)(=O)N4CCC(C)CC4)ccc32)cc1C
-7%,-3%,.,Cc1ccc(S(=O)(=O)N2C(=O)[C@@H]3Cc4ccccc4CN3C2=O)cc1
-13%,0%,6%,COc1ccc2sc(N(CCN(C)C)C(=O)c3cc(Cl)sc3Cl)nc2c1
.,7%,1%,COc1ccc(C(CNC(=O)COc2ccccc2)N2CCCCC2)cc1 (stereo unspecified)
.,0%,4%,O=C(Cn1c(=O)nc(-c2ccccc2)c2cc(Cl)ccc21)Nc1ccc(F)c(Cl)c1

(continued)
N370S GC mod,FEN1 inhibitor,TDP1 block,SMILES
0%,-3%,.,Cc1ccccc1NC(=O)CSc1nc(O)cc(=O)n1C
-1%,-6%,4%[56.1 µM],Cc1cc(C)nc(NCCCc2ccccc2)n1
-13%,12%,.,COc1ccc(N=C2SC(C(=O)N3CCN(c4ccccc4)CC3)CC(=O)N2C)cc1 (stereo unspecified)
-2%,17%,4%,O=[N+]([O-])c1cnc2ccccn12
7%,.,5%,CCCn1c(C)nc2c(N3CCC(N4CCN(C)CC4)CC3)nc(C)nc21
13%,-16%,4%,COc1ccc(NC(=O)C(c2cc3c(cc2[N+](=O)[O-])OCO3)N(C)Cc2ccccc2)cc1 (stereo unspecified)
-1%,-1%,-6%,CCCC(=O)Nc1cc(-c2cn3cccnc3n2)ccc1OC
9%,2%,3%,O=C(Nc1ccc(Cl)cc1)NC1CCCCC1Cc1ccco1 (stereo unspecified)
.,-7%,0%,O=C(O)c1ccccc1C(=O)OCc1c(-c2ccccc2)ncc2ccccc12
1%,-8%,7%,CCN(C(=O)c1cc2ccccc2oc1=O)c1ccccc1
-4%,11%,4%,O=C(CSc1nc(O)cc(=O)n1-c1ccc(Cl)c(Cl)c1)Nc1ccc(Cl)cc1Cl
.,-4%,3%,O=C(c1cn(CCOc2ccccc2F)c2ccccc12)C1CCCCC1
-3%,11%,-3%,CCOC(=O)c1cnc(COc2ccccc2Cl)[nH]c1=O
-7%,-1%,.,C=CCn1c(SCC(=O)Nc2ccc(OC)cc2)nc2ccccc2c1=O
-4%,-6%,.,O=C(N/N=C/c1ccc(O)c([N+](=O)[O-])c1)C(O)(c1ccccc1)c1ccccc1
7%,1%,7%,CCOc1ccccc1-n1c(SCC(N)=O)nnc1-c1ccco1

One compound at a time (already shown).
`O=C(CSc1nc(O)cc(=O)n1-c1ccc(Cl)c(Cl)c1)Nc1ccc(Cl)cc1Cl` across the screens: N370S GC mod: -4%; FEN1 inhibitor: 11%; TDP1 block: 4%
`C=CCn1c(SCC(=O)Nc2ccc(OC)cc2)nc2ccccc2c1=O` across the screens: N370S GC mod: -7%; FEN1 inhibitor: -1%; TDP1 block: .
`O=C(N/N=C/c1ccc(O)c([N+](=O)[O-])c1)C(O)(c1ccccc1)c1ccccc1` across the screens: N370S GC mod: -4%; FEN1 inhibitor: -6%; TDP1 block: .

(listing goes on)
N370S GC mod,FEN1 inhibitor,TDP1 block,SMILES
1%,.,2%,Cc1ccc2cc(CN(Cc3cccs3)Cc3nnnn3C(C)(C)C)c3nnnn3c2c1
7%,-4%,1%,C=C(C)CSc1nnc(-c2ccc(C)cc2)n1N
.,13%,0%,Cc1nc(SCC(=O)N(C)C2CCS(=O)(=O)C2)c2ccccc2n1 (stereo unspecified)
0%,-4%,-4%,CCCCN(C(=O)C1CC(=O)N(c2ccc(OC)cc2OC)C1)c1c(N)n(CC(C)C)c(=O)[nH]c1=O (stereo unspecified)
-1%,14%,.,COC(CNC(=O)c1ccc2c(c1)ncn2C1CCCCCC1)OC
-8%,2%,2%,CC1CN(C(=O)c2cc3c(s2)CCC3)CC(C)O1 (stereo unspecified)
-12%,-7%,8%,O=C(O)/C=C/C(=O)Nc1ccccc1SC(F)(F)C(F)(F)C(F)(F)F
-2%,-8%,5%,CC1CCc2sc(C(=O)NCCCn3ccnc3)cc2C1 (stereo unspecified)
19%,3%,-2%,Cc1cccc(OCC(=O)Nc2ccccc2N2CCCCC2)c1
.,-4%,8%,CCOc1ccc(-n2c(SCC(=O)N3CCc4ccccc43)nc3c([nH]c4ccccc43)c2=O)cc1
-11%,-2%,5%,Cc1ccc2cc(CN(C(=O)c3ccncc3)C(C)C)c(=O)[nH]c2c1
.,14%,3%,CN(Cc1ccccc1)c1nc2c(S(=O)(=O)c3ccccc3)nnn2c2ccsc12
?,2%,-3%,CCOc1cc(N2CCCC2)ccc1[N+](=O)[O-]
7%,6%,9%,CCN1C(=O)/C(=C\C=C\c2ccccc2[N+](=O)[O-])SC1=S
3%,-5%,.,CC(=O)c1ccc(N=C2NC(=O)C(CO)(CO)S2)cc1
-12%,19%,1%,CCOCCCn1c(=S)[nH]c2cc(C(=O)NCc3ccc(F)cc3)ccc2c1=O

Pulled one by one from the list above:
N370S GC mod,FEN1 inhibitor,TDP1 block,SMILES
3%,-5%,.,CC(=O)c1ccc(N=C2NC(=O)C(CO)(CO)S2)cc1
19%,3%,-2%,Cc1cccc(OCC(=O)Nc2ccccc2N2CCCCC2)c1
.,-4%,8%,CCOc1ccc(-n2c(SCC(=O)N3CCc4ccccc43)nc3c([nH]c4ccccc43)c2=O)cc1
-11%,-2%,5%,Cc1ccc2cc(CN(C(=O)c3ccncc3)C(C)C)c(=O)[nH]c2c1
?,2%,-3%,CCOc1cc(N2CCCC2)ccc1[N+](=O)[O-]

The list continues.
N370S GC mod,FEN1 inhibitor,TDP1 block,SMILES
1%,2%,-6%,COC(=O)c1coc(-c2ccc(C)cc2)c1C(=O)OC
.,-5%,6%,COc1cccc(CNC(=O)c2ccc(CSc3nc4ccncc4n3Cc3cccc(C)c3)cc2)c1
.,-4%,4%,COc1ccc(CCNC(=O)c2cc(-c3ccc(Cl)cc3)on2)cc1OC
1%,-18%,.,O=C(O)CN1CCN(Cc2ccc(F)cc2)C1=O
-6%,9%,0%,O=C(CNS(=O)(=O)c1ccc(Cl)cc1)NNC(=O)c1cccnc1
-6%,-14%,1%,CCc1c(C(=O)N2CCN(c3ccccc3F)CC2)[nH]c(C)c1C(C)=O
0%,5%,3%,CCN(Cc1ccncc1)C(=O)CCc1ccccc1
3%,4%,-1%,O=C(NCc1cccs1)C1CC(=O)N(c2ccccc2)C1 (stereo unspecified)
2%,6%,-1%,CCOC(=O)c1sc(-c2ccc(C)cc2)c(C#N)c1C
.,-5%,5%,Cc1ccc(NC(=O)c2sc3nc(-c4ccc(F)cc4)cn3c2C)c(C)c1
4%,-12%,2%,CCc1sc(NC(=O)C(C)C)nc1-c1ccccc1
-1%,6%,4%,CCc1ccc(CC)c(S(=O)(=O)Nc2ccc(O)c(C(=O)O)c2)c1
.,-6%,3%,C=Cc1ccc(Cn2c(C(=O)O)c(CNC3CCCCC3)c3ccc(C)cc32)cc1
.,-3%,2%,CC(=O)NCCC(=O)Nc1cc(S(=O)(=O)N2CCCCC2)ccc1N1CCCCC1
17%,-6%,3%,Cc1nc(N2CCCCC2)c2c(-c3cccs3)csc2n1

High-throughput results: PubChem, National Center for Advancing Translational Sciences (NCATS)
